Lipid droplet = inhibitors of hepatocyte lipid droplet formation, primary screen, imaging, high-throughput imaging, BODIPY stain; AML12 mouse hepatocytes, oleate lipid droplets; inhibition, % at 6.5 µM; 240,000 compounds, 0.4% hits; AID 1656, 2009;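 active = lipid droplet intensity inhibited by at least 50%, with more than 500 cells counted; inconclusive = wells with under 300 cells, treated as cytotoxic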
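Test system: AML12 hepatocytes (mouse); reagent: oleate loading, 100 µM; dosing: one dose, 6.5 µM compound; incubation: overnight exposure; signal: fluorescence imaging, 20x objective, two fields per well; read-out basis: % inhibition of corrected integrated BODIPY droplet signal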
LYP phosphatase = inhibitors of LYP phosphatase, biochemical, fluorescence intensity, uHTS (AID 1779); Tyrosine-protein phosphatase non-receptor type 22 (Homo sapiens); recombinant LYP phosphatase, fluorescence intensity; higher % means a stronger effect; inhibition, % at 11.5 µM, or IC50 in µM where a hit was titrated; 290,000 compounds, 0.054% hits;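 also: plate controls were vehicle with enzyme for no effect and no enzyme for full effect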
XIAP displacement = XIAP antagonists, biochemical, IAP family, fluorescence polarization (AID 1018); displacement, % at 20 µM; hits with a dose series show IC50 in µM; 200,000 compounds, 0.007% hits; E3 ubiquitin-protein ligase XIAP (Homo sapiens); XIAP BIR domain, fluorescence polarization peptide displacement; higher % means a stronger effect; in the data active = displacement above about 50%; also: a part of the inactive calls stands beside numbers as strong as those of hits
Siah-1 displacement = Siah-1 peptide-binding antagonists, primary screen, biochemical, fluorescence polarization, rhodamine-plectin, uHTS (AID 1817). 290,000 compounds, 0.02% hits. displacement, % at 20 µM, or IC50 in µM where a hit was titrated. Siah-1 / rhodamine-plectin peptide fluorescence polarization; higher % means a stronger effect;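 active = displacement of at least 50% at 20 µM, with a fluorescence ratio check between 0.3 and a set limit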;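 also: plate controls were Siah plus tracer with DMSO for no effect and tracer alone without Siah for full effect; strong numbers were not always called active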
HEK293 NOD2/NF-kB = NOD2 signaling inhibitors, cell-based, luminescence, uHTS, HEK293 (AID 1566) | HEK293 NOD2/NF-kB luciferase reporter, luminescence; higher % means a stronger effect | inhibition, % at 4 µM, or EC50 in µM where a hit was titrated | 290,000 compounds, 0.63% hits; also: many of its hits are not listed in these tables
NS5 inhibitors = Dengue-2 NS5 methyltransferase inhibitors, primary screen, biochemical, confirmation dose response (AID 588689). 340,000 compounds, 0.3% hits. one-dose inhibition, % at 25 µM; IC50 in µM for titrated hits. Dengue-2 NS5 methyltransferase capping enzyme assay, biochemical; higher % means a stronger effect. Genome polyprotein (Dengue virus type 2 (strain 16681-PDK53)); in the data active = a potency from the dose series; inconclusive = inhibition above about 29% without an active follow-up result
Myeloid diff 2 = induction of myeloid progenitor differentiation, primary screen, cell-based, flow cytometry, MLPCN library | ER-HoxA9 myeloid progenitors, lysozyme-GFP differentiation | calls only at 10 µM | 360,000 compounds, 1% hits | AID 624256, 2012;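 active = normalized GFP-positive differentiation at or above the plate's own cutoff, the solvent-only control mean plus 3 SD; inconclusive = no clear call, values can overlap the other calls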;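 also: cells exposed to compound for four days before flow analysis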
AID2073 = inhibitors of Mint1-CaV2.2 protein interaction, biochemical, HTRF (AID 2073). Voltage-dependent N-type calcium channel subunit alpha-1B (Homo sapiens). HTRF protein-protein interaction, Mint1-CaV2.2; higher % means a stronger effect. inhibition, % at 20 µM, or IC50 in µM where a hit was titrated. 290,000 compounds, 0.19% hits; in the data active = inhibition mostly above about 51%, no sharp cut-off; inconclusive = no clear call, values can overlap the other calls; inactive = mostly below about 53%; also: some results filed as inactive read as strong as hits
HIV fusion peptide = inhibitors of HIV fusion peptide binding, primary screen, biochemical, uHTS, fluorescence dequenching (AID 1986) | cell-free peptide binding, fluorescence dequenching, 30 min; higher % means a stronger effect | one-dose inhibition, % at 20 µM; IC50 in µM for titrated hits | 290,000 compounds, 0.3% hits; in the data active = inhibition mostly above about 52%, no sharp cut-off; inactive = mostly below about 76%; also: some results filed as inactive read as strong as hits
Lipid droplet cells 6.5 µM = recorded beside Lipid droplet, whose call it bears; cell count; measured here: cell count, cytotoxicity flag;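 cells counted across two imaged fields per well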
NS5 inhibitors pilot replicate = second read-out of NS5 inhibitors, no call of its own (marks repeat the call); inhibition, %; measured here: pilot screen replicate inhibition
Myeloid diff 2 GFP+ MAC1+ % = second read-out of Myeloid diff 2, no call of its own (marks repeat the call); GFP+ MAC1+ double positive, %; measured here: differentiation confirmed by MAC1 staining
The depositor's hits bear a star; i = inactive; u = inconclusive; x = not tested or not shown. Rule as the data show it, unless noted: active = inhibition above about 50%; inactive = the rest. This is a subset; rates above refer to the full screens.

SMILES	Lipid droplet	Lipid droplet cells 6.5 µM	LYP phosphatase	XIAP displacement	Siah-1 displacement	HEK293 NOD2/NF-kB	NS5 inhibitors	Myeloid diff 2	Myeloid diff 2 GFP+ MAC1+ %	AID2073	HIV fusion peptide	others
CC(C(=O)N1CCOCC1)(c1ccccc1)c1ccccc1	-11	704	-1%	-2.3%	4%	8%	2%	i	6.7	8%	2.7%
C/C(=N\Nc1ccc([N+](=O)[O-])cc1)c1ccco1	-2	549	-6%	2.9%	-5%	-66%	-76%	i	0.2	-2%	-0.6%
CC(C)C[C@H](NC(=O)Nc1cccc(Cl)c1)C(=O)O	x	x	-7%	-0.4%	4%	5%	-1%	i	0.5	-4%	-1.6%
O=C(CN1C(=O)NC2(CCCCCCC2)C1=O)NCc1cccs1	-6	564	-6%	-0.9%	8%	13%	-5%	i	0.1	0%	-1.1%
CCn1c(-c2cccn(Cc3ccc(Cl)cc3Cl)c2=O)n[nH]c1=S	3	719	-2%	-4.1%	-7%	17%	6%	i	0.5	-6%	-2.4%
Cc1ccc(-n2c(SCn3nnc4ccccc4c3=O)nnc2-c2cccnc2)c(C)c1	x	x	1%	-10%	-3%	0%	-9%	i	1.1	-2%	-1.0%
CC1CCc2nc(NC(=O)CN3CCN(Cc4ccc5c(c4)OCO5)CC3)sc2C1 (centres undefined)	1	579	4%	-1.7%	1%	-60%	2%	i	0.4	-4%	-1.5%
CCc1cc(=O)oc2cc(C)cc(OCc3nn[nH]n3)c12	x	x	-9%	-2.2%	-2%	14%	1%	i	0.6	23%	2.1%
CCc1[nH]c(C(=O)O)c(C)c1C(=O)OC	4	716	-10%	x	2%	-7%	2%	i	1.4	5%	0.3%
CCOc1cc(NC(=O)C2CCCCC2)c(OCC)cc1NC(=O)c1ccco1	x	x	-4%	-14%	-3%	26%	-2%	i	1.0	2%	-2.2%
N#C/C(=C\c1c(F)cccc1Cl)C(=O)NC1CC1	-12	607	-9%	x	i	3%	-6%	x	x	9%	-1.0%
Cc1cc(NC(=O)COc2cccc(Oc3ccccc3)c2)no1	8	662	7%	0.3%	1%	2%	-3%	i	0.6	-4%	4.2%
CCC(C)NC(=O)C1CC(c2ccc(OC)cc2)=NO1 (centres undefined)	x	x	-5%	-5.3%	-5%	-14%	-3%	i	2.1	1%	3.2%
Cc1ccc(CNC(=O)C(OC(=O)c2cccs2)C(C)C)cc1 (centres undefined)	4	721	-10%	x	5%	0%	-4%	i	0.7	-3%	0.0%
O=C1C=CC(=O)N1Nc1ccc(Br)cc1	17	550	2%	-1.1%	8%	-5%	-2%	i	0.4	0%	1.7%
NC(=O)c1ccccc1N/C=C1\CCCCC1=O	19	710	-5%	-3.0%	5%	4%	-10%	i	0.1	1%	0.9%
Cc1ccc(CN2CCN(c3ncccn3)CC2)c(C)c1	10	796	-13%	x	14%	-6%	x	i	0.5	-6%	0.2%
CN(Cc1nccn1C)C(=O)CC1C(=O)NCCN1CC(c1ccccc1)c1ccccc1 (centres undefined)	1	664	-6%	1.3%	60%	-4%	-9%	i	0.9	-3%	1.6%
COC(=O)/C=C/c1c(C)[nH]c(=O)[nH]c1=O	-34	614	-6%	x	5%	20%	-8%	i	0.2	8%	-2.5%
Cc1ccc(NC(=O)CSc2nnc(NC(=O)C3CC3)s2)cc1	11	874	-4%	x	-2%	12%	8%	i	1.1	1%	-1.1%
O=C(CC(=O)Nc1cccc(F)c1)Nc1cccc(F)c1	0	806	-7%	x	0%	13%	-1%	i	0.4	5%	-1.4%
COc1ccc(S(=O)(=O)NC2CC2)cc1-n1cnnn1	3	652	-3%	-4.2%	-6%	-6%	x	i	0.0	22%	0.4%
CCOC(=O)c1cc2n(n1)C(C(F)(F)F)CC(C)N2 (centres undefined)	8	741	-9%	-5.5%	4%	-4%	5%	i	1.2	3%	-1.3%
Cc1ccc(C2C(C(=O)O)c3ccccc3C(=O)N2C)o1 (centres undefined)	-3	732	-4%	-2.3%	0%	2%	-3%	i	1.5	3%	-1.8%
Cn1c(=O)cc(OCCCC(=O)NCCC2=CCCCC2)c2ccccc21	-2	762	-4%	-22%	2%	-15%	-2%	i	0.0	-15%	1.6%
COc1ccc(-n2nc(C(=O)N3CCCCC3)c3ccccc3c2=O)cc1	3	742	5%	-8.7%	4%	-7%	x	i	1.5	3%	1.4%
Cc1c(NC(=O)CSc2nc3ccccc3s2)c(=O)n(-c2ccccc2)n1C	-6	813	-6%	-16%	1%	15%	-4%	i	1.6	-7%	-1.1%
CC(=O)N1CCc2cc(S(=O)(=O)NCC(=O)NCc3ccc(F)cc3)ccc21	22	766	-15%	x	2%	1%	7%	i	0.7	4%	0.6%
Cc1ccc(NC(=S)Nc2ccc(F)cc2)cc1C	-1	810	2%	x	6%	-11%	-10%	i	0.5	-8%	0.6%	NS5 inhibitors pilot replicate=-7.6
COc1ccc(CCn2c(Br)nc3c2c(=O)[nH]c(=O)n3C)cc1	x	x	-2%	-3.0%	-4%	-26%	-7%	u	x	-2%	-3.8%
Cc1ccc(NC(=S)N2CCC(NC(=O)c3ccc(C)cc3)CC2)cc1	-2	825	5%	x	-2%	-14%	4%	i	0.7	-12%	0.5%
NS(=O)(=O)c1ccc(N/N=C/c2ccccc2C(=O)O)c([N+](=O)[O-])c1	32	681	4%	0.3%	-8%	6%	5%	i	0.1	-9%	-3.1%
COC(=O)c1ccccc1NC(=O)C1CCN(C(=O)c2cc(OC)c(OC)c(OC)c2)CC1	x	x	-4%	-1.5%	-5%	7%	1%	i	0.9	-3%	-0.9%
Cc1ccc(-c2nnc(N(C)C(=O)c3cccnc3)s2)cn1	x	x	-5%	-11%	7%	-6%	2%	i	1.0	2%	0.9%
CCOc1cc(CO)cc(Br)c1OCC(=O)Nc1ccccc1C	5	658	-6%	-3.0%	-2%	33%	-6%	i	0.3	6%	0.7%
COc1ccc(C(=O)N2CCN(C(=O)CC(C)C)CC2)cc1OC	x	x	-10%	1.4%	4%	7%	-4%	i	0.6	1%	-2.4%
Cc1ccccc1OCCC(=O)N1CCN(S(=O)(=O)c2ccccc2F)CC1	-1	859	-8%	x	-1%	9%	-1%	i	0.4	13%	-0.3%
CCOC(=O)c1sc(NC(=O)/C=C/c2cnn(CC)c2C)c(C(=O)OCC)c1C	x	x	6%	-4.9%	1%	25%	-2%	u	x	18%	6.5%
O=C(Nc1ccccc1Cl)c1cccs1	x	x	-1%	-1.4%	5%	-16%	-1%	i	0.8	12%	-1.4%
COc1ccc([N+](=O)[O-])cc1C(=O)NCCOc1ccc(Cl)cc1	x	x	-3%	x	0%	39%	-1%	i	0.3	13%	-2.2%
Cc1cccc(/C=C/c2onc(C)c2S(=O)(=O)N2CCC(C(=O)N3CCCCC3)CC2)c1	-13	703	-2%	x	5%	-3%	-4%	i	8.7	10%	-0.5%
O=C(N/C(=C/c1ccc([N+](=O)[O-])cc1)C(=O)N1CCOCC1)c1ccco1	-8	643	4%	x	-5%	x	-1%	i	0.3	2%	-2.0%
COc1ccc(C)c2sc(NC(=O)CCS(=O)(=O)c3ccccc3)nc12	-1	842	-6%	x	-6%	-40%	0%	i	1.0	-9%	-0.6%
COc1ccc(N(CC(=O)N2CCCCCC2)S(=O)(=O)c2ccccc2[N+](=O)[O-])c(OC)c1	-21	791	-10%	x	1%	-10%	-3%	x	x	-1%	-2.5%
O=C(Cc1ccccc1)NNC1CC(=O)N(c2ccc(Br)cc2)C1=O (centres undefined)	-15	715	2%	-5.6%	17%	6%	-3%	i	0.2	2%	0.4%

Some of these compounds in order of count of non-hydrogen atoms, descending:
SMILES	Lipid droplet	Lipid droplet cells 6.5 µM	LYP phosphatase	XIAP displacement	Siah-1 displacement	HEK293 NOD2/NF-kB	NS5 inhibitors	Myeloid diff 2	Myeloid diff 2 GFP+ MAC1+ %	AID2073	HIV fusion peptide	others
CCOC(=O)c1sc(NC(=O)/C=C/c2cnn(CC)c2C)c(C(=O)OCC)c1C	x	x	6%	-4.9%	1%	25%	-2%	u	x	18%	6.5%
Cc1ccc(NC(=S)N2CCC(NC(=O)c3ccc(C)cc3)CC2)cc1	-2	825	5%	x	-2%	-14%	4%	i	0.7	-12%	0.5%
NS(=O)(=O)c1ccc(N/N=C/c2ccccc2C(=O)O)c([N+](=O)[O-])c1	32	681	4%	0.3%	-8%	6%	5%	i	0.1	-9%	-3.1%
COc1ccc([N+](=O)[O-])cc1C(=O)NCCOc1ccc(Cl)cc1	x	x	-3%	x	0%	39%	-1%	i	0.3	13%	-2.2%
O=C(Nc1ccccc1Cl)c1cccs1	x	x	-1%	-1.4%	5%	-16%	-1%	i	0.8	12%	-1.4%

Further records:
SMILES	Lipid droplet	Lipid droplet cells 6.5 µM	LYP phosphatase	XIAP displacement	Siah-1 displacement	HEK293 NOD2/NF-kB	NS5 inhibitors	Myeloid diff 2	Myeloid diff 2 GFP+ MAC1+ %	AID2073	HIV fusion peptide	others
CCCc1nc2nc(C)c(NS(=O)(=O)c3ccc(Cl)cc3)c(=O)n2[nH]1	-1	809	-6%	x	-1%	-30%	-5%	i	0.2	2%	1.2%
CC(=O)C1=C(O)C(=O)N(c2cccnc2)C1c1cccc([N+](=O)[O-])c1 (centres undefined)	11	646	-3%	x	-1%	17%	7%	i	0.6	-4%	-2.6%
COc1cccc(C2C(C(C)=O)=C(O)C(=O)N2CCNCCO)c1 (centres undefined)	-1	713	-6%	-5.0%	3%	-5%	x	x	x	10%	2.2%
N/N=C(\c1ccccc1)C12CN3CN(CN(C3)C1)C2	-4	581	2%	-0.7%	-10%	-11%	2%	i	0.1	3%	-1.7%
O=C1C2CCCN2C(=S)N1C1CCCCC1 (centres undefined)	1	837	-3%	x	1%	10%	-5%	i	0.3	-2%	1.0%
CCSC1=N/C(=C\c2cccnc2)C(=O)N1c1ccccc1	-1	593	-8%	-6.5%	3%	20%	-21%	i	0.5	6%	-1.8%
CN1CCN(S(=O)(=O)c2csc(C(N)=O)c2)CC1	-3	670	-11%	x	12%	10%	-4%	i	3.2	-3%	1.6%
O=C(CSc1ccc(Cl)cc1)NNC(=O)c1ccco1	-6	674	-8%	x	12%	-2%	-1%	i	0.5	5%	-1.0%
Cc1c(C)c2cc(Cl)c(O)c(CN3CCCCC3)c2oc1=O	-10	779	-15%	-7.7%	-4%	-4%	x	x	x	26%	2.9%
Nc1ccccc1NC1=CC(=O)CC(c2ccco2)C1 (centres undefined)	-13	704	2%	-3.9%	13%	-3%	3%	i	1.0	28%	41%

Compound activity from PubChem.
